High-throughput results (PubChem)
Rab9 prom act = qHTS Assay for Rab9 Promoter Activators | Potency, µM (top dose mostly 9.22 µM), without a hit: top-dose activation, negative = inhibition, actives largely listed as activators | Huh7 Rab9 promoter-luciferase reporter, luminescence, 24 h | AID 485297, 2010 | 320,000 tested, 2.8% active; note: potency is the fitted concentration of half-maximal effect; % of control where 0% means no effect; nearly all actives have a fitted effect of over 60% in size
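Quantitative HTS format; Huh7 Rab9-luciferase reporter cells (1500/well) receive compound 2 h post-plating, incubate 24 h at 37 °C, then get luciferase reagent for 10 min before luminescence reading.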
Giardia killer = Small Molecules that selectively kill Giardia lamblia: qHTS | activity change, % at 7.66 µM, hits read low | Giardia lamblia trophozoite viability | AID 540267, 2011 | 340,000 tested, 0.15% active; in the data active = activity change below about -80%; inconclusive = between about -30% and that limit;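 note: parasites exposed to compound for two days anaerobically before the ATP read; % is set by controls: 0 for no effect and ±100 for the full control effect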
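Luminescent ATP signal served as the viability read-out, measured 15-30 min after adding ATP detection reagent to trophozoites that had been incubated with compounds for 48 hrs at 37 deg C anaerobically at 100 cells/well.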
Tb PFK block = qHTS Assay to Find Inhibitors of T. brucei phosphofructokinase; ATP-dependent 6-phosphofructokinase (Trypanosoma brucei brucei), O15648; T. brucei PFK, ADP-Glo luminescence; Potency, µM (highest dose often 57.5 µM), for inactives: top-dose activity, negative = inhibition, actives largely listed as inhibitors; 330,000 tested, 0.17% active; AID 485367, 2010;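 note: potency is the fitted concentration of half-maximal effect; 0% = uninhibited 1x PFK enzyme wells and -100% = no-enzyme wells; nearly all actives have a fitted effect of over 60% in size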
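Compounds were pin-transferred as a titration series up to 57 uM into substrate buffer (0.5 mM F6P, 0.1 mM ATP, pH 8.0), then 1.25 nM PFK was added and reactions ran 45 min before ADP-Glo detection.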
Coupling enz = qHTS Assay for Inhibitors of Fructose-1,6-bisphosphate Aldolase from Giardia Lamblia: Coupling assay counterscreen; activity change, negative = inhibition, % at 58.2 µM, hits read low; coupling enzyme system counterscreen, AmpLite Red fluorescence; 290,000 tested, 0.67% active; in the data active = activity change below about -30%; note: % is set by controls: 0 for no effect and ±100 for the full control effect
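Fluorescence at 525 nm excitation and 598 nm emission measured inhibition of the coupled detection system without aldolase. Compounds (at 57.5 uM final) were preincubated 10 min at room temperature with coupling enzyme reagent before a 20 min substrate/AmpLite Red step.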
FLuc modulator = qHTS profiling assay for firefly luciferase inhibitor/activator using purifed enzyme and Km concentrations of substrates (counterscreen for miR-21 project); 360,000 tested, 6.9% active; AID 588342, 2011; Potency, µM (highest dose often 57.5 µM), for inactives: top-dose activity change, negative = inhibition, hits mostly inhibitors; purified FLuc, Km substrates, luminescence inhibition;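 note: potency is the fitted concentration of half-maximal effect; plate controls were vehicle for no effect and reference inhibitor for full effect; nearly all actives have a fitted effect of over 55% in size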
Target sequence (P08659 whole entry, looked up): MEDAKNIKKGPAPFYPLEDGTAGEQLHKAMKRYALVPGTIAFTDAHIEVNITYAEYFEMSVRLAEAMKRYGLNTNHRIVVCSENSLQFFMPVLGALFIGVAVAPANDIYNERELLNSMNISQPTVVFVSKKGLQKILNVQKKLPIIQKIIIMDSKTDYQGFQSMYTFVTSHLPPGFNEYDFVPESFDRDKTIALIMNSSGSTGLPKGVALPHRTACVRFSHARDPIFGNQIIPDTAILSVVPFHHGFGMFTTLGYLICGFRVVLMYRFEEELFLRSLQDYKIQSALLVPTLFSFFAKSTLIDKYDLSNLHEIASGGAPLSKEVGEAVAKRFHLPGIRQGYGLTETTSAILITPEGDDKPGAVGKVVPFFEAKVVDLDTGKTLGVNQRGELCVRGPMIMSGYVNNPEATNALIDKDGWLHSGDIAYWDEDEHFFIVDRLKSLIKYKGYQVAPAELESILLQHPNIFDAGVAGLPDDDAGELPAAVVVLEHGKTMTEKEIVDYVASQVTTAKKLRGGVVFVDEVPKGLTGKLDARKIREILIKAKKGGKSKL
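Purified P. pyralis luciferase, 10 nM final, with Km-level 10 uM D-luciferin and 10 uM ATP in 50 mM Tris acetate pH 7.5, 10 mM Mg acetate, 0.01% Tween-20, 0.05% BSA; 6-point qHTS titration about 60 µM downward; luminescence read.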
Gal4-VP16 FLuc = VP16 counterscreen qHTS for inhibitors of ROR gamma transcriptional activity; Drosophila S2 Gal4-VP16 UAS-luciferase, luminescence, 20 h; Potency, µM (top dose mostly 53.6 µM), inactives show at the highest dose activity, negative = inhibition, actives largely listed as inhibitors; 310,000 tested, 3.5% active;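 note: Gal4-VP16 expression switched on by copper sulfate through the metallothionein promoter; potency is the fitted concentration of half-maximal effect; % is set by controls: 0 for no effect and ±100 for the full control effect; nearly all actives have a fitted effect of over 50% in size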
RORgamma inh = qHTS for inhibitors of ROR gamma transcriptional activity; Drosophila S2 Gal4-RORgamma UAS-luciferase reporter, 20 h; 310,000 tested, 5.4% active; Nuclear receptor ROR-gamma (Mus musculus), P51450; Potency, µM (doses to about 53.6 µM), without a hit: top-dose activity change, negative = inhibition, most hits filed as inhibitors; note: potency is the fitted concentration of half-maximal effect; % is set by controls: 0 for no effect and ±100 for the full control effect; nearly all actives have a fitted effect of over 60% in size
Target sequence (P51450 whole entry, looked up, the tested form may be a part): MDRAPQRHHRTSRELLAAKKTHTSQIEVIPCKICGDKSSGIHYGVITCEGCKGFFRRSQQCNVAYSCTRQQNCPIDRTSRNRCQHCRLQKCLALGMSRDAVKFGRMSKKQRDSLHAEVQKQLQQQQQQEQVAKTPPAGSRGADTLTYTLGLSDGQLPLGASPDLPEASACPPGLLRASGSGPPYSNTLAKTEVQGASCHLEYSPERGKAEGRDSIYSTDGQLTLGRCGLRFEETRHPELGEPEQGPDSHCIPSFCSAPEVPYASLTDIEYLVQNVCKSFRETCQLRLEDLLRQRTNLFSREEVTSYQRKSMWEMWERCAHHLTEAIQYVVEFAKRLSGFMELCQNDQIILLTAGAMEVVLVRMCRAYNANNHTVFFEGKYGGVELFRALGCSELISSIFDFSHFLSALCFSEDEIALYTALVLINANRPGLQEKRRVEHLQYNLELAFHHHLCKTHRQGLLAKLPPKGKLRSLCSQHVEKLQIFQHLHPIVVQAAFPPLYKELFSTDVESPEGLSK
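Schneider cells (Drosophila), stable Gal4 DBD–ROR gamma + UAS-luc; 1 hr cmpd preincubation; Cu2+ induction 700 uM final; 20 hr ambient; luminescence.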
KCNH2 3.1 inh = qHTS for Inhibitors of KCHN2 3.1: Mutant qHTS | AID 720553, 2013 | Potassium voltage-gated channel subfamily H member 2, brain isoform KCNH2 3.1 (human) | 340,000 tested, 0.95% active | U2OS KCNH2 3.1, thallium flux FluxOr; stronger effect = lower value | activity change, % (tested at about 1.8 µM);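 active = maximum activity change below -70%; inconclusive = maximum activity change from -70% to -50%; inactive = maximum activity change above -50%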;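 note: thallium influx rate constant from kinetic fluorescence after stimulation buffer; % is set by controls: 0 for no effect and ±100 for the full control effect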
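Measured as rate of thallium-driven FluxOr signal in transduced U2OS cells carrying the 3.1 channel, read kinetically for 2 min upon stimulation; values are rate constants scaled to DMSO control wells.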
uPA surface inh = qHTS for Inhibitors of Cell Surface uPA Generation | AID 540303, 2011 | 330,000 tested, 0.31% active | cell surface uPA generation assay, qHTS | Potency, µM (series often up to 38.3 µM), inactives show at the highest dose activity change, negative = inhibition, usual class: inhibitors; active = well fitted inhibition curve with a large enough effect; inconclusive = small, poorly fitted or top-dose-only effect; inactive = no such curve, though single readings can be large or run the other way; tested in mouse RAW 264.7 cells; note: potency is the fitted concentration of half-maximal effect; % is set by controls: 0 for no effect and ±100 for the full control effect; nearly all actives have a fitted effect of over 55% in size
NPC1 promoter act = qHTS Assay for NPC1 Promoter Activators | 320,000 tested, 2.4% active | Potency, µM (series often up to 9.22 µM), for inactives: at the highest dose activation, usual class: activators | AID 485313, 2010 | Huh7 NPC1 promoter luciferase reporter, 24 h;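 note: potency is the fitted concentration of half-maximal effect; % of control where 0% means no effect; nearly all actives have a fitted effect of over 60% in size; reporter is driven by a mutant NPC1 promoter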
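In 1536-well qHTS, Huh7 cells harboring an NPC1 promoter–luciferase construct received compound for 24 h; activation was quantified by luminescence following luciferase reagent addition.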
ELG1 genotoxic = qHTS screen for small molecules that induce genotoxicity in human embryonic kidney (HEK293T) cells expressing luciferase-tagged ELG1 | HEK293T ELG1-luciferase reporter, luminescence, 16 h | Potency, µM (highest dose often 46 µM), inactives show at the highest dose activity change, positive = activation, most hits filed as activators | 330,000 tested, 1.3% active; note: potency is the fitted concentration of half-maximal effect; % of control where 0% means no effect; nearly all actives have a fitted effect of over 60% in size
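HEK293T cells expressing luciferase-tagged ELG1 were exposed to compound or DMSO vehicle for 16 hr at 37 °C and 5% CO2. Luciferase activity was then measured with ONE-Glo after 30 min at room temperature.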
* marks the source's active call; other numbers are inactive results; u = inconclusive; x = no result given; [ ] = another dose, or the depositor's remark. Unless noted, calls come from the whole dose curve; as a rule, active = well fitted curve in the direction sought with a large enough effect; inconclusive = small, poorly fitted or top-dose-only effect, or another doubt; inactive = no such curve, though single readings can be large; an effect the other way counts as inactive or inconclusive. This is a random part of the collection; overall some 14% were active at least once.

SMILES	Rab9 prom act	Giardia killer	Tb PFK block	Coupling enz	FLuc modulator	Gal4-VP16 FLuc	RORgamma inh	KCNH2 3.1 inh	uPA surface inh	NPC1 promoter act	ELG1 genotoxic
C[N+](C)(C)CCCN(Cc1ccc2c(c1)OCO2)C(=O)NC1CCCCC1	-5%	17	-2%	2	0%	-3%	-3%	-9	-13%	-5%	0%
COc1cc(C(=O)NCCc2ccc(F)cc2)c([N+](=O)[O-])cc1OC	-1%	0	0%	-1	1%	-4%	-4%	-16	1%	-1%	0%
Cc1ccc(C2/C(=C(/O)c3cnn(-c4ccccc4)c3C)C(=O)C(=O)N2CCN2CCOCC2)o1 (stereo unspecified)	2.8µM*	-1	3%	-10	21µM*	2%	u	4	-16%	3.5µM*	5.8µM*
Cc1cccc(C(=O)Nc2ccccc2C(=O)OCC(=O)Nc2ccc(C#N)cc2)c1	13%	-13	1%	0	u	-7%	38%	-8	2%	11%	u
CCc1nnc(NC(=O)CSc2nc3c([nH]c4ccccc43)c(=O)n2CCOC)s1	8%	8	1%	x	3%	-10%	21%	x	2%	11%	8%
CC(C)CNC(=O)CN(C1CCCCC1)S(C)(=O)=O	1%	13	4%	-1	2%	-4%	-15%	13	7%	-4%	0%
Cc1ccc(C)c(OCc2nc3ccccc3[nH]2)c1	u	-19	0%	0	15µM*	4%	4%	-8	-2%	u	16%
C#CCOCCOCCOCCNc1nc(N2CCN(C(=O)CCCCCCCCCCNC(=O)[C@H](CCCCN)n3cc(C)nn3)CC2)nc(N2CCN(C(=O)CCCCCCCCCCNC(=O)[C@H](CCCN=C(N)N)n3cc(C[C@@H](C)CC)nn3)CC2)n1	0%	5	u	x	u	x	x	29	u	-3%	-5%
COc1cc(NC(=O)COc2ccc(-n3cnnn3)cc2)c(OC)cc1Cl	-11%	-12	0%	5	2%	-3%	-1%	u	0%	-3%	9%
CC1CCCCN1CCCNC(=O)Cn1c(=O)c2cccn2c2ccccc21 (stereo unspecified)	4%	-1	-2%	x	0%	-5%	-18%	9	3%	1%	1%
Cc1cccc(-c2nsc(SCC(=O)NCc3ccco3)n2)c1	-2%	10	-3%	-1	u	8%	-1%	5	-2%	13%	0%
O=C(NCc1cccc(Cl)c1)C1CCN(c2nnc(N3CCCC3=O)s2)CC1	0%	5	2%	1	3%	-5%	11%	u	8%	-6%	8%
CCCSc1nnc(Nc2ccccc2C)s1	2.8µM*	10	-3%	0	19µM*	-9%	-8%	-1	-2%	28%	u
CC(C)C1N(C(=O)CN2CCCC2)CCN1S(=O)(=O)c1ccccc1 (stereo unspecified)	2%	-1	1%	1	2%	5%	-2%	-8	0%	0%	1%
O=c1cc(O)c(-c2ccc(Cl)c(Cl)c2)c(Cl)[nH]1	3%	1	-10%	6	-18%	-3%	11%	x	4%	-9%	-1%
N#CC(c1ccc(Cl)nn1)c1ccc(Cl)cc1Cl (stereo unspecified)	18%	-8	-1%	1	-2%	9%	-2%	12	-17%	0%	0%
O=[N+]([O-])c1ccc2[nH]c3nc4ccccc4nc3c2c1	8%	-2	-1%	1	2%	-8%	0%	9	u	27%	0%
CCC(C)c1ccc2oc(-c3ccc(NC(=O)Cn4cnc5c(=O)n(C)c(=O)n(C)c54)cc3)nc2c1 (stereo unspecified)	u	-27	0%	4	12µM*	2%	20%	-15	4%	23%	7%
CCCn1c(N)c(C(=O)CN(C)CC(=O)Nc2c(Cl)cccc2Cl)c(=O)[nH]c1=O	-2%	24	1%	x	0%	x	x	-28	9%	-5%	-2%
O=C(N/N=C1/CCCc2ccccc21)C(c1ccccc1)c1ccccc1	6%	-5	1%	2	-2%	-11%	-5%	6	x	-4%	5%
Cc1cc(C)c2c(N)c(C(=O)Nc3ncc(C)s3)sc2n1	u	-108*	-6%	-12	0.095µM*	2.8µM*	2µM*	9	-16%	-10%	u
O=C(CCS(=O)(=O)c1ccccc1)Nc1ccccc1N1CCOCC1	-5%	5	-7%	1	0%	-3%[10 µM]	0%	-9	5%	-1%	-1%
CCc1nnc(NC(=O)CSc2nc3ccccc3o2)s1	-3%	5	2%	4	3%	u	-25%	8	x	0%	0%
Cc1cccc2[nH]c(SCC(=O)O)nc12	3%	-3	15%	2	-1%	1%	-3%	-1	2%	0%	0%
COc1ccc(C2(C)NC(=O)N(CC(=O)Nc3cccnc3Cl)C2=O)cc1 (stereo unspecified)	11%	u	-8%	1	4%	2%	-5%	-5	1%	-4%	-7%

(continued)
SMILES	Rab9 prom act	Giardia killer	Tb PFK block	Coupling enz	FLuc modulator	Gal4-VP16 FLuc	RORgamma inh	KCNH2 3.1 inh	uPA surface inh	NPC1 promoter act	ELG1 genotoxic
CN(C)c1cccc(C(=O)Nc2ccc3nc4n(c(=O)c3c2)CCCCC4)c1	25%	-12	2%	-3	13µM*	6%	16%	-9	-19%	8%	10%
COc1cccc(C2Nc3cccc4cccc(c34)N2)c1	11%	-4	-16%	-2	27µM*	-1%	-21%	9	-1%	u	0%
Cc1c(NC(=O)c2ccc(F)c(S(=O)(=O)N3CCOCC3)c2)c(=O)n(-c2ccccc2)n1C	2%	10	-1%	5	-5%	-8%	35%	42	0%	1%	-3%
Cc1sc2ncnc(Sc3ccccc3C(=O)O)c2c1C	-1%	31[activator]	1%	3	u	-6%[10 µM]	8%	-2	-5%	0%	3%
CC(C)(C)CC(=O)NC(=S)N1CCCCCC1	1%	-6	2%	1	2%	u	7.9µM*	0	x	-4%	-1%
CCCn1c(SCC(=O)Nc2ccccc2N2CCCCC2)nc2c1c(=O)n(C)c(=O)n2C	0%	44[activator]	-21%	1	0%	-6%	-13%	-17	-3%	0%	-9%
COC(=O)Nc1nnc(CCc2ccccc2)s1	8%	7	-4%	0	0%	1%[0.365 µM]	39%	10	1%	4%	6%
O=C(Cn1cnc2c(NCc3ccccc3)ncnc21)NCc1ccc2[nH]ccc2c1	x	-29	1%	x	x	x	x	-4	0%	x	u
COc1ccccc1C(=O)Nc1ccc2oc(-c3ccc(F)cc3)nc2c1	u	9	-6%	-3	-15%	2%	8%	-25	1%	u	u
COc1cccc(N=CC=C2OC(C)(C)C(C)(C)O2)c1	28%	15	8%	-6	u	12%	2%	6	-7%	14%	2%
COCCNC(=O)c1c(CS(=O)(=O)c2ccccc2)noc1C(=O)NCc1ccccc1	-3%	0	-13%	x	-2%	x	x	3	-12%	-3%	4%
C/C(=N/NC(=O)CN(c1ccccc1)S(=O)(=O)c1ccccc1)c1ccccc1O	-21%	-22	2%	-1	-6%	0.79µM*	0.71µM*	9	-18%	-30%[inhibitor]	-1%
CCn1cc(C(=O)N(CCC(C)C)c2c(N)n(Cc3ccccc3)c(=O)[nH]c2=O)c(=O)c2ccc(C)nc21	-2%	-4	-4%	0	-1%	-1%	35%	0	9%	-7%	-2%
CCc1ccc(NC(=O)c2cc(CC(C)C)on2)cc1	u	21	1%	-2	2.7µM*	-1%	u	6	8%	26%	16µM*
N#Cc1nc(-c2ccccc2Cl)oc1N1CCN(C(=O)c2ccco2)CC1	0%	u	-7%	6	4%	19%	25%	9	-6%	6%	-2%
O=C(Cc1cccs1)Nc1ccc(-c2nc3ccccc3[nH]2)cc1	1.6µM*	-1	-15%	1	1.5µM*	u	-19%	5	-7%	1.8µM*	u
CCCn1c(SCC(=O)Nc2cc(Cl)ccc2OC)nc(O)cc1=O	1%	-7	-1%	x	x	x	x	25	16%	-7%	-1%
CCC(C)c1ccccc1OCCCNC1CCCC1 (stereo unspecified)	-3%	-9	-2%	-6	0%	3%	-22%	3	u	2%	-6%
CCOC(=O)N1CCN(C(=O)Nc2cccc(Cl)c2)CC1	0%	3	3%	1	-2%	13%	-14%	9	x	0%	5%
Cc1cc(C(=O)Nc2ccncc2)ccc1[N+](=O)[O-]	19%	-15	-4%	0	-20%	-2%	9%	4	-12%	14%	4%
COc1ccccc1NS(=O)(=O)c1cccc2nsnc12	-9%	27	0%	-15	2%	-3%	-13%	14	-1%	4%	0%
Cc1cc(C)n2nc(C(=O)N/N=C/c3ccc(Cl)cc3)nc2n1	1%	9	0%	1	-8%	-7%	6%	16	7%	0%	0%
Cc1nc2ccccc2n1CCC(=O)O	-1%	11	7%	0	5%	-1%	11%	19	1%	-2%	0%
COc1ccc(C(=O)N2CCc3cc(OC)c(OC)cc3C2c2cccc([N+](=O)[O-])c2)cc1OC (stereo unspecified)	3%	-21	1%	4	5%	1%	18%	-10	-6%	2%	-2%
Cc1cccc(N=C2NN=C(c3c[nH]c4ccccc34)CS2)c1	20%	-5	-1%	-5	u	7.9µM*	4.5µM*	-4	19%	9%	0%
